Tb MetRS inh: T. brucei MetRS inhibitors, primary screen, biochemical, luminescence. purified T. brucei MetRS, ATP depletion, Kinase-Glo luminescence. 0.4% of 360,000 active. AID 624268, 2012. inhibition, % at 11.9 µM. methionyl-tRNA synthetase (Trypanosoma brucei brucei);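 active = inhibition above a per-plate cutoff of the control wells' mean inhibition plus 3 SD, cut at about 5.5% in these data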;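 also: 0% = DMSO wells median and 100% = median of wells with control inhibitor compound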
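Assay system: T. brucei methionyl-tRNA synthetase, purified | Medium: HEPES buffer with MgCl2, KCl, DTT, spermine, BSA, pyrophosphatase | Compound: 11.9 µM single point | Incubation: 15 min enzyme-compound preincubation, 2 h reaction, 10 min detection, 25 °C | Measured by: Kinase-Glo luciferase luminescence reporting remaining unconsumed ATP | Measure: % inhibition normalized to control-well medians | Replication: Singlicate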
NadD inh: inhibitors of S. aureus NadD, primary screen, biochemical, colorimetric, uHTS; inhibition, % at 20 µM; AID 602399, 2012; purified NadD enzyme, colorimetric absorbance read-out; 0.78% of 360,000 active; in the data active = inhibition above about 26%; also: some compounds past the cut are filed as inactive
DNMT1 block: human DNMT1 methyltransferase inhibitors, primary screen, biochemical, molecular beacon, fluorescence, HinP1I cleavage, uHTS; DNA (cytosine-5)-methyltransferase 1 (Homo sapiens), P26358; inhibition (reported as % activation of signal), % at 10 µM; 0.83% of 360,000 active; in the data active = inhibition above about 50%
Target sequence (P26358 504-1616 limits assumed): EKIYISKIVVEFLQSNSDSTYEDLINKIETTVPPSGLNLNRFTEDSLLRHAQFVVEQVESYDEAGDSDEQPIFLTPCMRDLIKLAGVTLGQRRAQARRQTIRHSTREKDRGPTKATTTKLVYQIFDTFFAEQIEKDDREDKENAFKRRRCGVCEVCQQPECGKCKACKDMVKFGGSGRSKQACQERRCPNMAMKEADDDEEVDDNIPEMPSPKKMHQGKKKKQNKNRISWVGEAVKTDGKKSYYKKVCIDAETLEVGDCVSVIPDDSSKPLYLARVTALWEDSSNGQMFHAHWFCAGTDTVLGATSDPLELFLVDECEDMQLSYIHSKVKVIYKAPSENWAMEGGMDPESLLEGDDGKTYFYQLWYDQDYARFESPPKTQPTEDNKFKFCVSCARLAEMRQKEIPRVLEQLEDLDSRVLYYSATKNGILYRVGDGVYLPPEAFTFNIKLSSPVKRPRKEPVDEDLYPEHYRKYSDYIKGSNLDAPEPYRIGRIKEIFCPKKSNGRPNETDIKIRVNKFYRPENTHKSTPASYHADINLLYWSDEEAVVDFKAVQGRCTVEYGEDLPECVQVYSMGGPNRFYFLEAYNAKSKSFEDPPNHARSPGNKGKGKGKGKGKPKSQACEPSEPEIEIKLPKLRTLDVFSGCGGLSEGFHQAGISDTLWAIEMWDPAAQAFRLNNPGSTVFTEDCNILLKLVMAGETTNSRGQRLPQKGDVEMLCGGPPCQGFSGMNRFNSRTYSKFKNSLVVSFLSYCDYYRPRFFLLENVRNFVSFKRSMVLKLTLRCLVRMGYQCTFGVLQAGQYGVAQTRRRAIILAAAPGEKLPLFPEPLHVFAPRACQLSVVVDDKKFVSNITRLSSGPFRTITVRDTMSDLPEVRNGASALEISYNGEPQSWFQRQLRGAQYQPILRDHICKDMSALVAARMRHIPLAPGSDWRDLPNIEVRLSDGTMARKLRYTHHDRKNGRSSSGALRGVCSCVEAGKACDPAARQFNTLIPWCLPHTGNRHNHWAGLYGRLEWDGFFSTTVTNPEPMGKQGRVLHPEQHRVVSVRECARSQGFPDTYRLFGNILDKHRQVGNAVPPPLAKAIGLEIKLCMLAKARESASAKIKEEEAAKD
STEP inh: STEP phosphatase inhibitors, primary screen, biochemical, fluorescence intensity, uHTS; Tyrosine-protein phosphatase non-receptor type 5 (Homo sapiens), P54829; recombinant STEP, OMFP fluorogenic substrate; inhibition, % at 20 µM; 0.25% of 360,000 active;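 active = inhibition at 20 µM, scaled per plate between control wells, above about 37%, limit read from the data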;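 also: 0% = DMSO with enzyme and substrate and 100% = substrate only without enzyme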
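material = STEP tyrosine phosphatase | reagent = fluorogenic phosphatase substrate OMFP at 25 µM final | doses = single compound dose of 20 µM, 1% DMSO final | schedule = 20 min reaction, room temperature, in the dark | measured by = fluorescence, 480/540 nm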
MsrA inh: bovine MsrA enzyme inhibitors, primary screen, biochemical, absorbance, HTS; Methionine sulfoxide reductase A (Bos taurus); purified bovine MsrA, absorbance read-out; inhibition, % at 15.5 µM; 0.75% of 360,000 active; AID 651718, 2012; in the data active = inhibition above about 4.5%;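 also: 0% = vehicle wells with enzyme and 100% = reference inhibitor wells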
Rpn11 block: Rpn11 (PSMD14) deubiquitinase inhibitors, primary screen, biochemical, fluorescence polarization, uHTS; human 26S proteasome, Ub4-pepOG fluorescence polarization; 20S core pre-blocked with epoxomicin; calls only at 20 µM; 0.59% of 360,000 active;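 active = inhibition at 20 µM, scaled to each plate's controls, above about 33%, limit read from the data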
SUMO1 PPI mod: modulators of SUMO1 protein-protein interactions, primary screen, biochemical, uHTS | AID 602429, 2012 | SUMO1 binding to a labelled peptide, TR-FRET, 1 h | 0.33% of 360,000 active | inhibition, % at 20 µM; in the data active = inhibition above about 37%
Scp-1 inhibitor: Scp-1 phosphatase inhibitors, primary screen, biochemical, colorimetric, uHTS; Recombinant Scp1, phosphopeptide, malachite green phosphate absorbance; inhibition, % at 20 µM; 0.88% of 340,000 active; Carboxy-terminal domain RNA polymerase II polypeptide A small phosphatase 1 (Homo …; AID 493091, 2011;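 active = inhibition above about 50% at 20 µM, limit read from the data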;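 also: plate controls were DMSO wells with enzyme for no effect and wells lacking enzyme for full effect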
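System: truncated SCP-1 phosphatase (76-261aa); medium: Tris acetate buffer pH 5.5 with MgCl2 and Tween-20; incubation: 45 min room-temperature reaction, 5 min colour, 30 min stabiliser; compound: single 20 µM dose, 1% DMSO; reagent: Phosphorylated 17-residue peptide substrate; read-out: % inhibition at 20 µM; technique: colorimetric free-phosphate detection, absorbance 630 nm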
CSN inh: inhibitors of CSN-mediated cullin deneddylation, primary screen, biochemical, fluorescence polarization, uHTS | 0.38% of 360,000 active | inhibition, % at 12.5 µM | COP9 signalosome complex subunit 5 (Homo sapiens), Q92905 | Purified CSN, SCF-Nedd8-OG deneddylation;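 active = pattern-corrected inhibition above about 35%, with an unprinted fluorescence ratio check between 0.5 and 1.5, limit read from the data, passing the limit was not always enough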;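 also: 0% = enzyme with substrate and 100% = substrate without enzyme; some results filed as inactive read as strong as hits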
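Assay system: Purified human Csn5 enzyme expressed in HEK293T cells | Amount: Enzyme 0.24 nM | Measured by: Fluorescence polarization readout | Medium: Tris/NaCl/DTT buffer, pH 7.5 | Compound dosing: One concentration, 12.5 µM, 0.25% DMSO | Times: 90 min incubation of compound, enzyme and substrate at room temperature | Control set: no-enzyme wells high, enzyme-with-substrate wells low | Read-out: % inhibition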
LMPTP inh: LMPTP phosphatase inhibitors, primary screen, biochemical, fluorescence intensity, uHTS | Low molecular weight phosphotyrosine protein phosphatase (Homo sapiens), P24666 | recombinant LMPTP-A, OMFP fluorogenic substrate | inhibition, % at 20 µM | 0.22% of 360,000 active | AID 651560, 2012;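 active = compounds that cut the enzyme signal by at least half of the control window in the single-dose screen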;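 also: plate controls were DMSO wells with enzyme plus substrate for no effect and substrate without enzyme for full effect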
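Assay system: LMPTP-A enzyme. Input: 0.625 nM LMPTP-A final. Probe or stimulus: 400 µM OMFP. Compound dosing: single 20 µM dose. Schedule: 50 min dark incubation at room temperature. Detection: fluorescence intensity of OMFP turnover product. Read-out: percent inhibition versus substrate-only and uninhibited controls. Benchmarks: no-enzyme low control, uninhibited high control.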
An asterisk follows results filed as active.

Cn1nccc1C(=O)NC1CCCc2c1cnn2-c1cc(F)cc(F)c1 (stereo not drawn) was read as Tb MetRS inh -0.5, NadD inh -3.5, DNMT1 block 1.1, STEP inh -0.3, MsrA inh -0.5, Rpn11 block inactive, SUMO1 PPI mod 4.3, Scp-1 inhibitor 8.0, CSN inh 2.5 and LMPTP inh -0.9.
CCN(CC)S(=O)(=O)c1cccc(C(=O)NCC2(N3CCOCC3)CCCCC2)c1 was read as Tb MetRS inh -0.4, NadD inh -7.1, DNMT1 block 1.9, STEP inh 2.1, MsrA inh -1.2, Rpn11 block inactive, SUMO1 PPI mod -0.2, Scp-1 inhibitor 3.9, CSN inh 1.5 and LMPTP inh -1.6.
`CC(C)Oc1ccc(Cl)cc1Nc1nc(NCCO)nc(N2CCCC2)n1` gave Tb MetRS inh -0.3, NadD inh -10.1, DNMT1 block -1.5, STEP inh 3.5, MsrA inh 0.0, Rpn11 block inactive, SUMO1 PPI mod 5.7, Scp-1 inhibitor -5.0, CSN inh 4.2 and LMPTP inh 2.2.
CSc1ccc(CN2CCC(C)(Oc3ccccc3C)C2)cc1 (stereo not drawn) was read as Tb MetRS inh -0.4, NadD inh 2.1, DNMT1 block 4.4, STEP inh -1.5, MsrA inh -0.1, Rpn11 block inactive, SUMO1 PPI mod -1.7, CSN inh -2.1 and LMPTP inh 0.6.
For CCCCN1C(=O)CC(N2CCOCC2)C1=O (stereo not drawn) the results were Tb MetRS inh -0.1, NadD inh 3.2, DNMT1 block 6.6, STEP inh -3.0, MsrA inh 0.9, Rpn11 block inactive, SUMO1 PPI mod -2.1, Scp-1 inhibitor 2.7, CSN inh -2.4 and LMPTP inh 1.4.
Screening O=C(C(Cc1ccccc1)n1cccc1)N1CCN(c2cccc(Cl)c2)CC1 (stereo not drawn) returned Tb MetRS inh -0.2, NadD inh -4.5, DNMT1 block -3.7, STEP inh 4.3, MsrA inh -0.1, Rpn11 block inactive, SUMO1 PPI mod -0.1, Scp-1 inhibitor -3.9, CSN inh -7.2 and LMPTP inh 4.8.
For CC(C)(C)c1ccc(-c2nnc(SCC(=O)Nc3sc4c(c3C#N)CCCC4)o2)cc1 the results were Tb MetRS inh -0.2, NadD inh 5.3, DNMT1 block 6.9, STEP inh -0.9, MsrA inh 1.3, Rpn11 block inactive, SUMO1 PPI mod 3.9, Scp-1 inhibitor -4.6, CSN inh -0.9 and LMPTP inh 3.6.
For O=C(Cn1cc(C(F)(F)F)ccc1=O)Nc1ccc(N2CCOCC2)cc1 the results were Tb MetRS inh -0.7, NadD inh -1.8, DNMT1 block -7.6, STEP inh 7.8, MsrA inh -1.6, Rpn11 block inactive, SUMO1 PPI mod -1.2, Scp-1 inhibitor -6.9, CSN inh 3.6 and LMPTP inh 0.1.
For CC(C)(CO)Cc1cc(C(C)(C)C)c(O)c(C(C)(C)C)c1 the results were Tb MetRS inh -0.7, NadD inh -6.5, DNMT1 block 0.4, STEP inh 1.0, MsrA inh -0.8, Rpn11 block inactive, SUMO1 PPI mod -2.9, Scp-1 inhibitor -3.8, CSN inh 0.0 and LMPTP inh 0.4.
For Cc1ccc(C)c(C(O)c2ncc(-c3ccc(C(F)(F)F)cc3)[nH]2)c1 (stereo not drawn) the results were Tb MetRS inh -0.1, NadD inh 2.3, DNMT1 block -0.3, STEP inh -1.0, MsrA inh 1.5, Rpn11 block inactive, SUMO1 PPI mod 0.5, CSN inh -3.5 and LMPTP inh 3.0.
`Cc1cccn2c(CN(C)C3CCCc4ccccc43)c(C(=O)N3CCOCC3)nc12` (stereo not drawn) gave Tb MetRS inh -0.3, NadD inh -3.8, DNMT1 block -3.2, STEP inh 2.8, MsrA inh -1.1, Rpn11 block inactive, SUMO1 PPI mod -0.6, Scp-1 inhibitor -3.1, CSN inh 1.9 and LMPTP inh -0.5.
`Cc1nn(C)c(C)c1S(=O)(=O)N(CC(=O)NCCCOC(C)C)c1ccc(C(C)C)cc1` gave Tb MetRS inh -0.6, NadD inh 5.7, DNMT1 block -0.6, STEP inh -5.1, MsrA inh 1.6, Rpn11 block inactive, SUMO1 PPI mod 0.3, Scp-1 inhibitor -4.1, CSN inh 2.3 and LMPTP inh -0.6.
`COc1ccccc1-c1ccc(=O)n(CC(=O)NC(C)(C)C)n1` gave Tb MetRS inh -1.0, NadD inh -4.9, DNMT1 block -1.5, STEP inh -3.3, MsrA inh -0.5, Rpn11 block inactive, SUMO1 PPI mod -6.4, Scp-1 inhibitor -1.1, CSN inh 3.6 and LMPTP inh -0.2.
Screening CC1(C)CC2CC(C)(CN2C(=O)C23CCC(C)(C(=O)C2)C3(C)C)C1 (stereo not drawn) returned Tb MetRS inh -1.5, NadD inh -2.2, DNMT1 block -2.7, STEP inh -0.7, MsrA inh -0.5, Rpn11 block inactive, SUMO1 PPI mod -0.2, Scp-1 inhibitor -11.1, CSN inh 5.5 and LMPTP inh -2.1.
Screening COc1ccc(C(CNC(=O)c2ccc(NS(=O)(=O)c3ccc(F)cc3)cc2)N2CCOCC2)cc1 (stereo not drawn) returned Tb MetRS inh 0.4, NadD inh 3.5, DNMT1 block 0.4, STEP inh 2.6, MsrA inh 1.0, Rpn11 block inactive, SUMO1 PPI mod 0.7, Scp-1 inhibitor -1.8, CSN inh -2.6 and LMPTP inh 0.9.
Screening Cc1ccc(C)c(N2CCN(CCCNC(=O)Cn3cccc3C(=O)c3ccccc3C)CC2)c1 returned Tb MetRS inh 0.1, NadD inh -1.8, DNMT1 block -0.7, STEP inh 1.1, MsrA inh 1.9, Rpn11 block inactive, SUMO1 PPI mod 4.1, Scp-1 inhibitor -6.2, CSN inh -4.2 and LMPTP inh 0.3.
`CCc1cc(C(=O)N2CCCC(N3CCN(c4cccc(C(F)(F)F)c4)CC3)C2)n(C)n1` (stereo not drawn) gave Tb MetRS inh -0.4, NadD inh 37.8*, DNMT1 block 3.1, STEP inh 0.0, MsrA inh -0.7, Rpn11 block inactive, SUMO1 PPI mod 9.3, Scp-1 inhibitor -1.1, CSN inh -0.6 and LMPTP inh 0.6.
Screening Cc1ccc2nc(SCc3ccc([N+](=O)[O-])cc3)nc(C)c2c1 returned Tb MetRS inh -0.1, NadD inh -5.8, DNMT1 block -5.2, STEP inh 1.6, MsrA inh -1.4, Rpn11 block inactive, SUMO1 PPI mod -8.1, Scp-1 inhibitor -8.4, CSN inh -1.3 and LMPTP inh 2.7.
`CCOC(=O)c1sc(N2C(=O)C(O)=C(C(=O)c3ccc(C)o3)C2c2ccc(OC)c(OC)c2)nc1C` (stereo not drawn) gave Tb MetRS inh 0.0, NadD inh 5.3, DNMT1 block -4.7, STEP inh 7.5, MsrA inh 0.2, Rpn11 block inactive, SUMO1 PPI mod -13.6, Scp-1 inhibitor -9.2, CSN inh 14.4 and LMPTP inh 9.4.
`COC(=O)c1cc(NC(=O)CC2NC3CCCCC3NC2=O)cc(C(=O)OC)c1` (stereo not drawn) gave Tb MetRS inh -0.5, NadD inh -4.9, DNMT1 block 1.1, STEP inh -2.8, MsrA inh 0.7, Rpn11 block inactive, SUMO1 PPI mod -0.4, Scp-1 inhibitor -1.1, CSN inh 6.6 and LMPTP inh -1.1.
Screening Cc1ccc(N(C)S(=O)(=O)c2c(C)[nH]c(C)c2C(=O)N2CCCC2)cc1 returned Tb MetRS inh 0.3, NadD inh 3.8, DNMT1 block -1.4, STEP inh -2.7, MsrA inh 0.3, Rpn11 block inactive, SUMO1 PPI mod -1.1, Scp-1 inhibitor -8.6, CSN inh 3.9 and LMPTP inh -1.4.
Screening CCOC(=O)C(NS(=O)(=O)c1ccccc1)(C(F)(F)F)P(=O)(OCC(C)C)OCC(C)C (stereo not drawn) returned Tb MetRS inh -1.1, NadD inh -0.6, DNMT1 block 4.4, STEP inh 1.4, MsrA inh -0.5, Rpn11 block inactive, SUMO1 PPI mod 1.3, Scp-1 inhibitor -7.4, CSN inh 3.5 and LMPTP inh -2.7.
Screening O=C(COc1ccc(S(=O)(=O)N2CCCC2)cc1Cl)NCc1cccnc1 returned Tb MetRS inh 0.1, NadD inh 0.2, DNMT1 block -0.8, STEP inh -1.7, MsrA inh 0.3, Rpn11 block inactive, SUMO1 PPI mod 11.6, Scp-1 inhibitor -4.8, CSN inh 2.7 and LMPTP inh 0.5.
`CCOC(=O)CC1(C)Oc2ccccc2N1S(=O)(=O)c1ccc(C)cc1` (stereo not drawn) gave Tb MetRS inh 0.3, MsrA inh 1.6, SUMO1 PPI mod -3.3, CSN inh -5.2 and LMPTP inh 1.4.
For COCCCN1C(=O)C(=O)/C(=C(/O)c2ccc(S(=O)(=O)N3CCOCC3)cc2)C1c1ccc(Cl)cc1 (stereo not drawn) the results were Tb MetRS inh -0.5, NadD inh 14.7, DNMT1 block -1.4, STEP inh 1.5, MsrA inh 1.1, Rpn11 block inactive, SUMO1 PPI mod -15.0, Scp-1 inhibitor -4.5, CSN inh -0.8 and LMPTP inh -1.0.
COc1ccc(S(=O)(=O)N2CCC(C(=O)NCCc3c[nH]c4ccccc34)CC2)cc1 was read as Tb MetRS inh -0.6, NadD inh -3.8, DNMT1 block -1.1, STEP inh -0.4, MsrA inh -0.5, Rpn11 block inactive, SUMO1 PPI mod 6.3, Scp-1 inhibitor -9.7, CSN inh -1.6 and LMPTP inh -0.1.

Screening data as filed in PubChem BioAssay.
